12-LOX inh = Primary qHTS assay for inhibitors of human arachidonate 12S-lipoxygenase (ALOX12): Round 2. purified 12hLO, xylenol orange hydroperoxide absorbance. Potency, µM (series often up to 108 µM), without a hit: at the highest dose activity change, negative = inhibition, actives largely listed as inhibitors. Polyunsaturated fatty acid lipoxygenase ALOX12 (Homo sapiens), P18054. 1.1% of 580,000 active. AID 1671190, 2021; active = well fitted inhibition curve with a large enough effect; inconclusive = small, poorly fitted or top-dose-only effect, or another doubt; inactive = no such curve, though single readings can be large or run the other way
Target sequence (P18054 whole entry, looked up): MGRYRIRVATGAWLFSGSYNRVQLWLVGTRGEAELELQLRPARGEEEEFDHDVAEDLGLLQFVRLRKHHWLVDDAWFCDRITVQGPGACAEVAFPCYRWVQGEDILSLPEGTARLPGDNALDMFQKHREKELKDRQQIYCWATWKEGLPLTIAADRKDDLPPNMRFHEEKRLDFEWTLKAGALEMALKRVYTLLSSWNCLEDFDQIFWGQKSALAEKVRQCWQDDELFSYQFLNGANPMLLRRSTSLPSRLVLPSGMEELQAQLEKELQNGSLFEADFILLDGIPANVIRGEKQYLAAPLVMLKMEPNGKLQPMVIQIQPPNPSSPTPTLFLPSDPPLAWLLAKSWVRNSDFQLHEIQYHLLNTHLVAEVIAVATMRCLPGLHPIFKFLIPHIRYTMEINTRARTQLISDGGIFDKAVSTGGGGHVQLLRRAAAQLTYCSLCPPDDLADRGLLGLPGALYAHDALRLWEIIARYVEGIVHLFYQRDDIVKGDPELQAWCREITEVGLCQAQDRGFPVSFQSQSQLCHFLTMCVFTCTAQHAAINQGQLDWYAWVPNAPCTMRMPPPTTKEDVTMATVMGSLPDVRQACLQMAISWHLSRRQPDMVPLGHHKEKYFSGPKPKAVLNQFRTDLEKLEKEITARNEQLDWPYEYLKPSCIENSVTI
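Hydroperoxide product was detected by ferrous iron/xylenol orange as the 573 to 405 nm absorbance ratio. Arachidonic acid at 40 uM (final) was turned over for 30 min at room temperature by 150 nM human 12hLO, pH 7.0 Hepes buffer, after 15 min compound preincubation.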
Active calls of the source: *; ? = inconclusive; [ ] = another dose, or the depositor's remark. % is set by controls: 0 for no effect and ±100 for the full control effect; potency is the fitted concentration of half-maximal effect. Not all compounds are listed (hit frequency here may not be typical).

SMILES	12-LOX inh
CN1CCC(N2CCN(S(=O)(=O)c3cccc(Cl)c3)CC2)C1=O (centres undefined)	-16%
CCOc1cccc(CNC(=O)Cn2c(C)ccc(NC(=O)NC)c2=O)c1	18%
Cc1ccc(S(=O)(=O)N2C[C@@H]3OCC(=O)N(Cc4ccc(OC(F)(F)F)cc4)[C@@H]3C2)cc1	?
CC(C)Oc1ccc(CNC(=O)C2Cn3cccc3C(=O)N2Cc2ccccc2)cc1 (centres undefined)	82%[activator]
CC1CCCN(c2ncnc3c2CN(c2ccc(Cl)cc2)C(=O)CN3C)C1 (centres undefined)	?
CS(=O)(=O)N1CCN(S(=O)(=O)c2ccccc2)C[C@H]1C(=O)N[C@@H](CC1CCCCC1)C(N)=O	22%
O=C(c1nc(-c2ccc(F)cc2)c2cnccn12)N1CCCC1	2%[176 µM]
COC(=O)CNC(=O)C1CCc2nnc(C3CCN(C(=O)c4ccc(Cl)cc4Cl)CC3)n21 (centres undefined)	5%[6.33 µM]
COc1cccc(-c2cc3c(=O)n(CCNC(=O)c4cccc(Cl)c4)ccn3n2)c1	9%
Cc1noc([C@@H]2CN(C(=O)COc3ccccc3)C[C@H]2CO)n1	29%

Four records picked at random from the list so far, as already listed:
SMILES	12-LOX inh
CN1CCC(N2CCN(S(=O)(=O)c3cccc(Cl)c3)CC2)C1=O (centres undefined)	-16%
COC(=O)CNC(=O)C1CCc2nnc(C3CCN(C(=O)c4ccc(Cl)cc4Cl)CC3)n21 (centres undefined)	5%[6.33 µM]
O=C(c1nc(-c2ccc(F)cc2)c2cnccn12)N1CCCC1	2%[176 µM]
CCOc1cccc(CNC(=O)Cn2c(C)ccc(NC(=O)NC)c2=O)c1	18%

Other records:
SMILES	12-LOX inh
COCC(=O)N1CC(=O)N2[C@@H](CO)[C@H](c3ccc(Br)cc3)[C@@H]2C1	?
COc1cccc(N2CCN(C(=O)c3cc(NC(=O)C(C)C)cc4nc(C)ccc34)CC2)c1	-2%
O=S1(=O)c2ccc(N3CCSCC3)cc2Oc2ccccc2CN1Cc1cn(Cc2ccc(C(F)(F)F)cc2)nn1	18%
COc1cccc(CNC(=O)CC2CCOCC2)c1OC	-3%
Cc1oc2c(c1C(=O)NCCN1CCCC1)CN(Cc1ccc(F)cc1)CC2	69%[activator]
COc1ccc(NC(=O)[C@@H]2C[C@H](c3ccc(F)cc3)N(Cc3csc(C)n3)C2)cn1	?
COC1C(=O)N(c2cccc(F)c2)C12CCN(C(=O)C(C)C)CC2 (centres undefined)	35%
CCN1CCN(C(=O)c2ccc(-c3nnc4ccc(NC(=O)C5CC5)cn34)cc2)CC1	37%[activator]
CN(Cc1cc(C[C@@H]2C[C@H](NC(=O)COc3ccccc3)C2(C)C)no1)c1ccccc1	5%[176 µM]
COc1ccc(-c2cc3c(=O)n(CCNC(=O)c4c(F)cccc4F)ccn3n2)cc1	45%[activator]
COc1ccc(-c2nc(-c3nnn4c3COC(c3ccc(C)cc3)C4)no2)cc1 (centres undefined)	38%
C=CCOc1cccc(-c2nc(C(=O)Nc3ccccc3)cs2)c1	24%
N#Cc1cccc(C(=O)N2C[C@@H](CO)[C@H](c3ccccn3)C2)c1	33%
CCn1ccnc1CN(C)C(=O)c1ccc(OC2CCN(S(=O)(=O)N(C)C)CC2)cc1	49%[activator]
CCc1ccccc1S(=O)(=O)N1CCC(n2cnnc2CCOC)CC1	17%
COc1ccccc1NC(=O)NC[C@H]1O[C@H](Cc2cc(-c3cccc(O)c3)on2)CC[C@@H]1O	48%[activator]
CCc1cc(N2CCN(C(=O)[C@H]3CCC[C@@H](O)C3)CC2)ncn1	30%
COc1ccc(C(=O)NCCC2CCN(C(=O)Nc3ccc(F)cc3)CC2)cc1OC	51%[activator]
O=C1[C@H]2CN(Cc3cccc(OC(F)(F)F)c3)C[C@H]2C(=O)N1Cc1ccc2c(c1)OCO2	6%
C=CCNC(=O)N[C@H]1[C@H](O)[C@@H](NCCOC)[C@@H]2OC[C@H]1O2	11%[176 µM]
Cc1ccc(-c2ccc3nnc(CNC(=O)Cc4ccc(F)cc4)n3n2)cc1C	4%
O=C(Cc1cccc(F)c1)N1CCC(c2nc(C3CCOCC3)no2)C1 (centres undefined)	?
NC(=O)Cn1ccn2nc3c(c2c1=O)CCCC3	22%
COc1cc(=O)n2c(c1C(=O)Nc1ccc(C)cc1F)CCCC2	7%
CNC(=O)[C@@H]1C[C@H](N)CN1C(=O)c1ccc(OC)c(OC)c1OC	-26%
COc1cccc(CNC(=O)C2Cn3cccc3C(=O)N2)c1OC (centres undefined)	29%
COc1ccc(C(=O)N[C@H]2CO[C@H]3[C@@H]2OC[C@@H]3n2cc(-c3ccccc3)nn2)cc1	2%[176 µM]
COC(=O)c1ccc2nc(CO[C@H]3CN(Cc4ccc(OC)nc4)C[C@H]3F)[nH]c2c1	34%[activator][176 µM]
CC1CCCCN1C(=O)C1COC2(CCN(C(=O)c3ccco3)CC2)N1C(=O)c1ccccc1 (centres undefined)	16%
CCc1ccc(S(=O)(=O)N2CCC(n3cnnc3COC)CC2)cc1	7%
CCOc1ccc(NC(=O)NCCc2noc(C)n2)cc1	?
C#CCNC(=O)c1nc(C(C)(C)C)c2ccccn12	36%[activator][176 µM]
Cc1ccc2nc3n(c2c1)[C@@H](CNS(=O)(=O)c1ccccc1)COC3	?
CN(C)C[C@@H]1CN(c2ncccn2)C[C@H]1NC(=O)Cc1ccccc1F	39%[activator]
CN1CCN(C[C@@H]2CN(C(=O)CCCc3ccccc3)C[C@@H]2CO)CC1	?
COc1ccc(CN2C[C@@H]3C(=O)N(Cc4ccc5c(c4)OCO5)C(=O)[C@@H]3C2)c(OC)c1	30%[activator]
COc1ccc(CN2CCn3nc(CCC(=O)O)cc3C2)cc1O	?
CCN1C(=O)C2CC3(CCN(S(C)(=O)=O)CC3)CN2C1=O (centres undefined)	15%
Cc1nn2c(c1-c1ccccc1[S+](C)(=O)[O-])N(CCCc1ccccc1)CCC2	?
COCCOC1CCOC2(CCN(C(=O)CCc3ccc(OC)cc3)CC2)C1 (centres undefined)	14%
O=c1[nH]c(N2CCOCC2)nc2c1CCN(S(=O)(=O)c1ccc3c(c1)CCC3)CC2	42%[activator]
O=C(NCc1c[nH]c2ncccc12)c1ccc2ccccc2n1	52%[activator][176 µM]
Cn1cnc(C(=O)N[C@H]2CCOC[C@H]2C2CCOCC2)c1	28%
Cc1noc(C)c1C(=O)N1Cc2ccccc2OC2(CCN(C(=O)N(C)C)CC2)C1	17%[6.33 µM]
CCOCC(=O)N1C[C@@H]2CCCN3CCC[C@@H]([C@H]23)[C@H]1CCCC(=O)Nc1ccccc1	20%
Cc1cnc(CC2CCN(C(=O)C3CCC3)C2)n1Cc1ccccc1 (centres undefined)	31%[activator]
CC1CCC2(CC1)NC(=O)N(CC(=O)NCCC1=CCCCC1)C2=O (centres undefined)	60%[activator]
Cc1ccc2nc(C(=O)N3CCCC3c3cc(C(C)C)on3)cn2c1 (centres undefined)	9%
COCCN1C(=O)CCC2(C(=O)NCCc3c[nH]c4ccccc34)CCCC=C12 (centres undefined)	14%
O=C(Cn1cncn1)N1CC[C@@H]2[C@@H](CCC(=O)N2CCCCO)C1	3%

The closing two records of the part above lead into the next:
SMILES	12-LOX inh
COCCN1C(=O)CCC2(C(=O)NCCc3c[nH]c4ccccc34)CCCC=C12 (centres undefined)	14%
O=C(Cn1cncn1)N1CC[C@@H]2[C@@H](CCC(=O)N2CCCCO)C1	3%
O=C(NC1CCN(c2cc(-c3cccs3)[nH]n2)C1)c1cccc(OC(F)(F)F)c1 (centres undefined)	39%[activator]
O=C(c1ccoc1)N1CCC(Nc2cccn3ncnc23)CC1	113%[activator]
Cc1cc(C(F)(F)F)nn1CC(=O)N1CCCC1c1nc(CCOCC2CC2)no1 (centres undefined)	19%
COc1ccc(-c2ccc(CN)cc2)cc1	8%[12.5 µM]
Cc1cc(-n2nnnc2N2CCN(C(=O)Nc3ccc(C)c(F)c3)CC2)ccc1F	0%[6.33 µM]
COc1cccc(NC(=O)C2CCCN(S(C)(=O)=O)CCC(=O)NCC2)c1 (centres undefined)	4%
Cc1ccc(-c2nccn3cc(C(=O)O)nc23)cc1	1%
O=C(O)C[C@@H]1CCN(C(=O)c2cccs2)C[C@@H]1CCN1C[C@@H]2C[C@H](C1)c1cccc(=O)n1C2	?
COc1ccc(C(=O)NCC23CCC=C2N(CC2CC2)C(=O)CC3)cc1OC (centres undefined)	18%
COc1ccc(C)cc1NC(=O)N1CCC(Oc2ncccc2C(=O)N(C)C)C1 (centres undefined)	24%
O=C(c1ccnnc1)N1CC(F)(F)C[C@H]1c1nc(-c2ccccc2)no1	13%
COc1ccc(CN(C(=O)c2ccco2)c2ccc(CC(=O)NC(C)C)cc2)cc1	79%[activator]
CCCCc1nc2cc(C(=O)N3CC(Oc4ccccc4OC)C3)ccc2o1	19%
COC[C@@H]1CN(C(=O)c2cc(Cl)ccc2OC)C[C@H]1C(N)=O	25%
O=C1[C@@H]2C[C@@H](CN2C(=O)Cc2ccccc2)Oc2ccccc2N1CC1CC1	-2%[176 µM]
CN(CC1CC1)C1CCOc2ccccc21 (centres undefined)	19%[176 µM]
COCCN1CCC(N2CCN(S(=O)(=O)c3ccc(F)cc3F)CC2)C1=O (centres undefined)	70%[activator]
Cc1noc([C@@H](C)NCc2cccc(Cl)c2)c1C(=O)O	-13%[176 µM]
CC(C)=CCC[C@@]1(C(=O)O)[C@H]2CC=C(CO)[C@@H]1CC/C(C)=C/CC/C(C)=C/C2	6%
O=C([C@@H]1CCCN1C1CCNCC1)N1CCN(Cc2cccnc2)CC1	?

Continued, starting with the last four of the part before.
SMILES	12-LOX inh
COCCN1CCC(N2CCN(S(=O)(=O)c3ccc(F)cc3F)CC2)C1=O (centres undefined)	70%[activator]
Cc1noc([C@@H](C)NCc2cccc(Cl)c2)c1C(=O)O	-13%[176 µM]
CC(C)=CCC[C@@]1(C(=O)O)[C@H]2CC=C(CO)[C@@H]1CC/C(C)=C/CC/C(C)=C/C2	6%
O=C([C@@H]1CCCN1C1CCNCC1)N1CCN(Cc2cccnc2)CC1	?
CN(C)c1ccc(C(=O)N2CC[C@@H](CC(=O)O)[C@@H](CCN3CCCCC3)C2)cc1	?
Cc1cc(C(=O)N2CCCn3ccnc3C2c2cnn(C)c2)c(C)o1 (centres undefined)	44%[activator]
Cc1cc2nc3n(c(=O)c2n1CC(=O)Nc1ccccc1F)CCCCC3	8%
CN(CC(=O)O)c1ncc(CN2CCCC(c3cccc(C(=O)O)c3)C2)cn1 (centres undefined)	47%[activator]
O=C(NCC1(N2CCOCC2)CCCC1)c1cnn(-c2nccc(-c3cccs3)n2)c1C1CC1	38%[activator]
O=C(NCc1cccnc1)c1cc(-c2ccccc2F)cc2c1OCCN2Cc1cccnc1	43%[activator]
O=C(NCCCN1CCOCC1)C1CCN(C(=O)N2CC3CC(C2)[C@H]2CCCC(=O)N2C3)CC1 (some centres undefined)	29%
Cn1c([C@H]2CCN(Cc3cccc(C#N)c3)C2)nc2ccccc21	99%[activator][176 µM]
CN(CCn1ccnc1)C(C(=O)O)c1cnn(Cc2ccccc2)c1 (centres undefined)	0%
COc1cccc(CC(=O)NCC2CCN(C(=O)C(=O)c3cccs3)CC2)c1	-1%
CC(C)CCN1CCC(N(C(=O)NCCc2ccccc2)C2CCOCC2)CC1	42%[activator]
COc1ccc(OC)c(CNC(=O)C2(c3ccc(NC(C)=O)cc3)CCCCC2)c1	13%
CN(Cc1ccccc1C(F)(F)F)Cc1ccccc1C(F)(F)F	50%[activator]
Oc1cccc(-c2cc(-c3ccncc3)c3cncn3c2)c1	?
Cc1ccc(NC(=O)C2(Cc3ccccc3)CCCCC(=O)N2)cc1 (centres undefined)	-3%
O=C(c1ccccc1)N1CCC(N2Cc3ccccc3C2=O)CC1	3%[6.33 µM]
CCn1nc(C)c(CCNC(=O)c2cccc(C3CCNC3)c2)c1C (centres undefined)	?
COc1cccc(-c2nc(-c3nnn4c3COC(c3ccc(Cl)cc3)C4)no2)c1OC (centres undefined)	-17%
CS(=O)(=O)N1CCC(CC(=O)N2CCOCC2)C1 (centres undefined)	8%
CN1CCCN(S(=O)(=O)c2ccc(C(F)(F)F)cc2)c2ccccc21	?
CCc1cccc(NC(=O)CN2C(=O)NC(c3ccc(C)cc3)C3=C2COC3=O)c1 (centres undefined)	?
O=C(C1CCC1)N1CCC(c2noc(-c3ccncc3)n2)C1 (centres undefined)	45%[activator]
O=C1CCN(C(=O)C2COc3ccccc3O2)CCCOCCN1 (centres undefined)	-4%
CC(=O)N1CCC(C2CCN(S(=O)(=O)c3ccc(C)c(Cl)c3)C2)CC1 (centres undefined)	?
CN1C[C@H](NCc2nccn2C)CCC[C@@H](C(=O)NC2CC2)CC1=O	-4%[176 µM]
CCn1nc(C)c(CCC(=O)NC2CCCc3c2[nH]c2ccccc32)c1C (centres undefined)	?
Cc1nc(CNC(=O)c2ccc3oc(-c4cccc(F)c4)nc3c2)cs1	28%
COc1cncc(Nc2cnc3ccc(-c4ccc(F)cc4)nn23)c1	52%[activator][176 µM]
O=C(c1ccc2cc[nH]c2c1)N1CCC(N2C(=O)C3(CCCCC3)C2c2ccncc2)CC1 (centres undefined)	46%[activator]
CN(C)S(=O)(=O)N1CC[C@@H]2C(=O)NCCCCCCN(Cc3ccncc3)[C@@H]2C1	68%[activator]
Cn1cnnc1Sc1ccc(CN2CCOc3ccc(C4=Cc5ccccc5C4)cc3C2)o1	40%[activator]
